PHOSPHO1 inh – blocks human PHOSPHO1 phosphatase activity; 290,000 tested, 1.1% active; Q8TCT1; inhibition, % at 13.3 µM; recombinant PHOSPHO1, absorbance phosphatase assay; in the data active = inhibition above about 60%
M18AAP inhibitor – PfM18AAP enzyme inhibition | 290,000 tested, 1.2% active | inhibition, % at 7.35 µM | recombinant PfM18AAP, H-Glu-NHMec fluorogenic cleavage | AID 1822;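 active = inhibition above the campaign mean inhibition over all tested compounds plus 3 SD, cut at about 28% in these data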;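 also: 0% = plate median of test compound wells and 100% = 2 mM ZnCl2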
MEKK2mut PB1 HTS – signal of MEK5 binding to mutant human MEKK2 PB1 domain; bead flow cytometry, Alexa488-MEK5 binding to MEKK2 mutant; percent response, % at 10 µM; 290,000 tested, 0.35% active; AID 1530; in the data active = percent response above about 24%, passing the limit was not always enough; also: inactives centre near 1; some results filed as inactive read as strong as hits; reference of the scale not given here
GPR7 antag – human neuropeptides B/W receptor 1 antagonism; P48145; GPR7-expressing cells, fluorescence antagonist assay; inhibition, % at 4.4 µM; 290,000 tested, 1.1% active; AID 1861; in the data active = inhibition above about 16%, passing the limit was not always enough;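 also: cells stimulated with the agonist NPW; 0% = agonist with vehicle and 100% = vehicle without agonist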
MEKK2 WT-MEK5 – raises or lowers MEK5 binding to wildtype human MEKK2 PB1 domain; Q9Y2U5; bead flow cytometry, Alexa488-MEK5 binding to MEKK2 WT; actives lie on both sides; binding response (% of control), % at 10 µM; 290,000 tested, 1.1% active; AID 1531; in the data active = binding response below about 67% or above about 130%
MEKK3 PB1 HTS – MEKK3-MEK5 PB1 interaction, increase or decrease | 290,000 tested, 1.4% active | Q99759 | bead-based flow cytometry, Alexa488-MEK5 binding to MEKK3; actives lie on both sides; 0 = blocked by unlabeled MEK5, 100 = vehicle | binding response (% of control), % at 10 µM | AID 1529;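 active = binding response more than 3 SD above or below the average of its plate-row segment, actives on both sides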;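 also: Alexa488 bead fluorescence after subtracting the streptavidin-only scavenger bead signal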
Target sequence (Q99759 whole entry, looked up): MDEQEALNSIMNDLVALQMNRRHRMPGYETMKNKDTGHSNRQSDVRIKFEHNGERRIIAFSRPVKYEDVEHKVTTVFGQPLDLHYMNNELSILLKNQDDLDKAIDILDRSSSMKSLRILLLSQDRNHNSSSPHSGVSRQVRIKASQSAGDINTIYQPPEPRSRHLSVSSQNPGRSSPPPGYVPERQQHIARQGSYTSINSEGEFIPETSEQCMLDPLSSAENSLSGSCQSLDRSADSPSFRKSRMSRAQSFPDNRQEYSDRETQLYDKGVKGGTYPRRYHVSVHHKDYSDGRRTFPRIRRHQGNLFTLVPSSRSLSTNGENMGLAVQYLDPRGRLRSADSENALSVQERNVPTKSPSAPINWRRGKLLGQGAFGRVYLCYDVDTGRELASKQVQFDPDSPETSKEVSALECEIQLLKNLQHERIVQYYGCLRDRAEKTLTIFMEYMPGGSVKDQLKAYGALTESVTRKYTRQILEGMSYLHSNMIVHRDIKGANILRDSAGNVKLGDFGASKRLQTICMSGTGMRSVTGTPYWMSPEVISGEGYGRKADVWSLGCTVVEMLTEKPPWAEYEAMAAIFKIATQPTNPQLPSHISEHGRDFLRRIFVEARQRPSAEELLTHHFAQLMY
NALP1 yeast inh – NALP1 inhibition. S. cerevisiae NALP1/ASC/caspase-1 growth, X-gal OD620, 72 h. inhibition, % at 10 µM. 280,000 tested, 0.61% active; in the data active = inhibition mostly above about 24%, no sharp cut-off; inactive = mostly below about 32%; also: some compounds called inactive have numbers as strong as hits
DNA FID counter – counter-screen for HCV NS3 helicase inhibitors: DNA intercalator displacement; 290,000 tested, 0.17% active; inhibition, % at 7.9 µM; AID 1845; DNA fluorescent intercalator displacement, fluorescence; in the data active = inhibition above about 37%;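 also: 0% = vehicle and 100% = reference compound; higher means more ethidium bromide displaced from hairpin DNA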
OXTR ag – human OXTR agonism | CHO-OTR cells, Fluo-8 calcium fluorescence; normalized: DMSO 0%, oxytocin 100% | 320,000 tested, 0.32% active | activation, % at 3 µM;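 active = activation above the mean of all tested compounds plus 3 SD, cutoff set per screening run, cut at about 20% in these data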;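 also: peak over basal fluorescence ratio from a 100 s FLIPR kinetic read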
Target sequence (P30559 whole entry, looked up): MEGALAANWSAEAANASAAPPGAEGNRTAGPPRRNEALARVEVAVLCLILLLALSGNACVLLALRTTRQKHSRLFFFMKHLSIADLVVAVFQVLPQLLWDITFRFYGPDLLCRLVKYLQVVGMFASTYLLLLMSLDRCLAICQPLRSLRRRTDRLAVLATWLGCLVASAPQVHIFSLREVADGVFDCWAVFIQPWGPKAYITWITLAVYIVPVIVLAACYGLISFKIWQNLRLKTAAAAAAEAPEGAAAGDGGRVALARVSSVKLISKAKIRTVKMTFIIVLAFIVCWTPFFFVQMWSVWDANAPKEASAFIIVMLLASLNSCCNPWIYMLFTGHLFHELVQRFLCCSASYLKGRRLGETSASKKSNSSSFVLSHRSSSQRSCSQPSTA
* = called active by the depositor; nt = no result given.

SMILES | PHOSPHO1 inh | M18AAP inhibitor | MEKK2mut PB1 HTS | GPR7 antag | MEKK2 WT-MEK5 | MEKK3 PB1 HTS | NALP1 yeast inh | DNA FID counter | OXTR ag
CC(C)(C)NC(=S)NNC(=O)c1ccccc1Cl | 3.5 | -0.2 | 7.0 | 3.0 | 112.0 | 106.0 | 17.5 | -3.3 | -0.7
Cc1ccc(Cl)cc1NC(=O)CSc1nncn1-c1ccccn1 | 18.4 | -5.1 | 1.0 | -7.2 | 97.0 | 100.0 | 0.3 | -13.7 | 1.5
CCCOc1ccccc1NC(=O)/C=C/C(N)=O | 13.8 | -192.1 | 6.0 | -2.8 | 103.0 | 101.0 | 58.9* | 0.8 | -0.2
Cc1cnc(CNC(=O)CC2C(=O)NCCN2Cc2ccccc2C(F)(F)F)cn1 (stereo not given) | 47.6 | 6.4 | 6.0 | -3.5 | 100.0 | 101.0 | 3.6 | -14.2 | 0.8
CC(C)Cc1ccc(S(=O)(=O)NCC2CCCO2)cc1 (stereo not given) | 23.9 | 1.3 | 9.0 | -15.4 | 109.0 | 103.0 | 8.1 | -23.3 | 2.9
COC(=O)c1cc2nc(-c3ccccc3)cc(C)n2n1 | -4.6 | -7.9 | 5.0 | -9.2 | 102.0 | 104.0 | 5.1 | -6.6 | -2.4
O=C(COc1ccc(S(=O)(=O)NCCc2ccccc2)cc1)N1CCCC1 | 23.4 | 0.6 | 1.0 | -9.0 | 100.0 | 101.0 | 9.0 | -23.6 | 1.0
CCN1CCN(c2oc(/C=C/c3ccccc3)nc2C#N)CC1 | 51.4 | 4.5 | -18.0 | -6.1 | 78.0 | 70.0 | nt | -4.1 | -1.8
COc1ccc(CC(=O)Nc2cccc(/C(C)=N/NC(=O)C3(C)CC3(Br)Br)c2)cc1 (stereo not given) | 12.5 | -10.1 | 4.0 | -13.7 | 103.0 | 103.0 | 14.9 | -34.3 | 0.8
CC1CCCN(C2=C(Cl)C(=O)N(c3cccc(Cl)c3)C2=O)C1 (stereo not given) | -3.9 | 7.5 | -2.0 | -8.9 | 98.0 | 103.0 | 22.8 | -7.4 | -2.3
Cc1ccc(C(=O)NC(C)CCc2ccccc2)cc1[N+](=O)[O-] (stereo not given) | 33.9 | -4.9 | 2.0 | 6.3 | 99.0 | 99.0 | 14.4 | -5.9 | -2.2
O=c1c2ccccc2nnn1CSc1nnc2ccccn12 | 14.5 | -3.0 | -1.0 | -2.5 | 97.0 | 101.0 | -2.5 | 1.1 | -0.1
CCOC(=O)N1CCN(CCC(=O)Nc2cccc(Cl)c2C)CC1 | -7.8 | 2.6 | 4.0 | 12.9 | 107.0 | 103.0 | 9.5 | -1.5 | 0.1
O=S(=O)(c1ccc2c(c1)N(Cc1ccc(Cl)cc1)C1CCCN21)N1CCOCC1 (stereo not given) | 15.9 | 6.7 | 0.0 | -10.4 | 104.0 | 104.0 | -14.7 | 6.7 | -0.3
Cc1nn(CC(=O)Nc2nnc(CC(=O)N3CCCC3)s2)c(=O)c2ccccc12 | -8.1 | 9.0 | 1.0 | 17.6* | 95.0 | 94.0 | 28.3 | -0.8 | 0.6
COC(=O)/C=C1\SC(=Nc2ccc(OC)cc2)NC1=O | 20.1 | 2.2 | -6.0 | -9.0 | 98.0 | 100.0 | 2.6 | 0.3 | -1.1
O=C(Nc1ccccc1)C(Cc1ccccc1)NC(=O)C12CC3CC(CC(C3)C1)C2 (stereo not given) | 23.4 | -4.3 | -4.0 | -6.1 | 94.0 | 96.0 | 11.4 | -2.1 | 0.1
CC(OC(=O)c1cc2sccc2n1C)C(=O)NC(C)(C)C (stereo not given) | 1.2 | 2.7 | -2.0 | -5.8 | 100.0 | 96.0 | -4.3 | -9.3 | -1.3
O=[N+]([O-])c1ccc(-n2nnnc2CN2CCOCC2)cc1 | -11.9 | -5.7 | 3.0 | -18.2 | 104.0 | 102.0 | 4.9 | 0.9 | 0.2
Nc1ccc(Nc2ccccc2)cc1 | 20.1 | 9.3 | 3.0 | -4.7 | 101.0 | 103.0 | -7.3 | 10.1 | -0.5
Cc1c(C(=O)NCc2ccc3c(c2)OCO3)sc2nc(-c3ccccc3)cn12 | 15.2 | -2.1 | -1.0 | 3.9 | 100.0 | 105.0 | -14.8 | -3.4 | 3.2
COc1cc(CCC(=O)OCC(=O)Nc2ccccc2C(C)C)cc(OC)c1OC | -3.4 | 1.0 | 0.0 | -11.3 | 95.0 | 105.0 | 27.9 | -10.7 | -0.7
Cc1occc1-c1nnc(SCC(=O)NC2CC2)n1C(C)C | nt | -5.1 | 3.0 | -9.4 | 96.0 | 95.0 | 0.8 | -9.2 | 0.3
C/C(N)=C(/C#N)C(=O)CN1CCCCC1 | -2.2 | -0.2 | 5.0 | -10.7 | 105.0 | 103.0 | 12.8 | -3.0 | 0.3
COc1ccc(NS(=O)(=O)c2ccc(-c3n[nH]c(=S)n3Cc3ccccc3)cc2)cc1 | -69.4 | -4.1 | 12.0 | 5.2 | 97.0 | 106.0 | -10.7 | -31.8 | 5.1
Next part
SMILES | PHOSPHO1 inh | M18AAP inhibitor | MEKK2mut PB1 HTS | GPR7 antag | MEKK2 WT-MEK5 | MEKK3 PB1 HTS | NALP1 yeast inh | DNA FID counter | OXTR ag
COc1ccc(C)cc1N(CC(N)=O)S(=O)(=O)c1ccc(C)cc1 | -6.0 | -11.1 | -3.0 | -1.5 | 93.0 | 97.0 | -5.4 | -9.8 | -0.9
O=C1Nc2cc3c(cc2C1=O)sc1ccccc13 | 24.4 | -8.2 | -6.0 | 6.6 | 97.0 | 101.0 | 19.5 | 12.8 | -1.5
CC(C)(C)N(CC#CCC1(O)c2ccccc2-c2ccccc21)CCO | 11.7 | 1.3 | -9.0 | 1.6 | 97.0 | 106.0 | -12.8 | -0.6 | 0.8
COc1ccnc(-n2cccc2C#N)c1C#N | -32.3 | -9.1 | 3.0 | 0.7 | 97.0 | 102.0 | 10.3 | 2.4 | 1.3
COc1ccc(S(=O)(=O)NCCc2nnc3ccc(SCc4cccnc4)nn23)cc1 | -6.7 | -1.0 | 4.0 | -11.4 | 100.0 | 103.0 | 6.2 | -11.8 | 0.1
Fc1ccc(NC(=S)NCCN2CCOCC2)cc1 | -1.1 | -7.3 | -2.0 | -5.5 | 100.0 | 99.0 | 13.4 | -1.7 | 0.1
CCOc1ccc(N(CC(=O)O)S(=O)(=O)c2ccc(OC)c(OC)c2)cc1 | 7.4 | -0.6 | 5.0 | -13.3 | 103.0 | 105.0 | 11.6 | -18.9 | 0.4
FC(F)(F)c1nc(-c2cccs2)ncc1-c1nnnn1-c1ccc(Cl)cc1 | -7.1 | -7.3 | 1.0 | -14.8 | 101.0 | 102.0 | 11.9 | -2.3 | -2.2
Cc1ccc2c(c1)[C@@H](O)C[C@@H](C)N2N=O | 9.8 | 1.1 | -1.0 | -0.5 | 103.0 | 108.0 | 38.4 | -4.6 | -0.1
O=C(Oc1ccc(C(=S)N2CCOCC2)cc1)c1ccc(Br)cc1 | -11.4 | -2.3 | -1.0 | 0.2 | 97.0 | 80.0 | 22.9 | 0.1 | 2.2
O=c1nc2sc3ccccc3n2c(=O)n1-c1cccc(Cl)c1 | 19.2 | 14.7 | -2.0 | -0.1 | 89.0 | 89.0 | 23.8 | -6.0 | -1.6
COc1ccc(CCCC(=O)Nc2ccccc2F)cc1 | 5.9 | -8.1 | -5.0 | -3.1 | 92.0 | 90.0 | 36.7 | 1.1 | -2.7
CCC(C)C(=O)N1CCc2cc(-c3csc(N)n3)ccc21 (stereo not given) | 18.8 | 3.2 | 3.0 | -2.1 | 105.0 | 106.0 | 0.0 | -7.7 | 0.4
Nc1nnc(SCc2cccnc2)s1 | -10.2 | -0.5 | -8.0 | -13.7 | 94.0 | 89.0 | 12.2 | 2.7 | 0.5
CC(=O)C1C(c2cccc([N+](=O)[O-])c2)C2C(C)=NN=C2CC1(C)O (stereo not given) | 7.4 | -2.7 | 0.0 | -6.3 | 105.0 | 122.0 | 33.9 | 2.2 | 1.1
CC(=O)Nc1ccc(N2C(=O)CCC2=O)cc1C | 3.2 | 5.3 | 0.0 | -12.0 | 103.0 | 103.0 | -1.8 | 1.4 | 0.3
CCC(C)(C)NC(=O)c1ccc2c(c1)N(CC(=O)OC)C(=O)C(C)(C)O2 | -5.2 | -6.5 | -1.0 | -9.1 | 96.0 | 97.0 | 5.0 | -16.5 | -0.3
O=C(c1ccco1)N1CCN(Cc2csc(-c3ccccc3Cl)n2)CC1 | 7.7 | -14.8 | 2.0 | 10.5 | 102.0 | 95.0 | 19.6 | -30.5 | -0.2
CCn1c2ccccc2c2cc(CN3CCN(S(=O)(=O)Cc4ccccc4)CC3)ccc21 | -13.8 | -5.2 | 5.0 | -5.2 | 116.0 | 109.0 | 14.2 | 0.5 | 3.2
COc1cccc(NC(=O)c2c([N+](=O)[O-])cnn2C)c1 | nt | 1.6 | 2.0 | -1.5 | 105.0 | 101.0 | 11.2 | -2.4 | -0.4
CCn1cc(C(=O)NCC(=O)OC)c2cc(OC)c(OC)cc2c1=O | -23.1 | -8.5 | 4.0 | -16.2 | 105.0 | 103.0 | 9.1 | -2.1 | 0.6
c1ccc(CNc2nc3ccccc3n3cnnc23)nc1 | 4.7 | 6.9 | 11.0 | -8.8 | 103.0 | 104.0 | 22.0 | -5.0 | 0.4
Cn1c(CN2CCCC2)nc2cc(NC(=O)COc3ccccc3)ccc21 | -3.5 | 2.3 | 0.0 | -13.6 | 105.0 | 103.0 | 0.0 | 0.0 | -0.4
COc1cc(S(=O)(=O)n2cnc(C)c2)ccc1Br | 13.7 | 3.6 | 1.0 | -2.7 | 102.0 | 100.0 | 10.3 | -3.6 | 0.6
Cc1ccc(-n2nc3c(=O)n(C(C)C(=O)NCc4ccc5c(c4)OCO5)nc(C)c3c2C)cc1 (stereo not given) | 18.3 | -5.0 | 11.0 | -11.3 | 99.0 | 103.0 | -5.6 | -33.8 | -1.7
Remaining list, next part
SMILES | PHOSPHO1 inh | M18AAP inhibitor | MEKK2mut PB1 HTS | GPR7 antag | MEKK2 WT-MEK5 | MEKK3 PB1 HTS | NALP1 yeast inh | DNA FID counter | OXTR ag
O=C(Cc1ccccc1)Nc1ccc(NC(=O)c2cccnc2)cc1 | -7.2 | -1.2 | -2.0 | -4.6 | 96.0 | 87.0 | -0.2 | -2.6 | -0.4
CCN1C(=O)c2cccc3c(S(=O)(=O)Nc4ccccn4)ccc1c23 | 25.4 | -3.5 | 4.0 | -17.6 | 104.0 | 112.0 | -1.1 | -0.7 | 0.4
CC1(C)CC(CC(=O)NC(=S)Nc2ccc([N+](=O)[O-])cc2)C(=O)O1 (stereo not given) | 42.0 | -2.1 | 0.0 | -0.1 | 101.0 | 103.0 | 2.0 | 7.2 | -1.0
Cc1ccc(CC(CC(=O)O)C(=O)NCC23CC4CC(CC(C4)C2)C3)cc1 (stereo not given) | 8.6 | -5.5 | -8.0 | -8.8 | 87.0 | 94.0 | -9.8 | -16.4 | -0.3
CC(C)(C)C1CCc2onc(C(=O)Nc3ccc4c(c3)OCO4)c2C1 (stereo not given) | 23.9 | -10.6 | 2.0 | -6.2 | 97.0 | 96.0 | 7.4 | -13.2 | 0.5
O=C(O)c1cnn2c(-c3ccccc3)ccnc12 | nt | 0.7 | 12.0 | -12.5 | 114.0 | 106.0 | -31.4 | 7.1 | 0.3

Quoted at random: 3 records from the list
SMILES | PHOSPHO1 inh | M18AAP inhibitor | MEKK2mut PB1 HTS | GPR7 antag | MEKK2 WT-MEK5 | MEKK3 PB1 HTS | NALP1 yeast inh | DNA FID counter | OXTR ag
CC1(C)CC(CC(=O)NC(=S)Nc2ccc([N+](=O)[O-])cc2)C(=O)O1 (stereo not given) | 42.0 | -2.1 | 0.0 | -0.1 | 101.0 | 103.0 | 2.0 | 7.2 | -1.0
O=C(O)c1cnn2c(-c3ccccc3)ccnc12 | nt | 0.7 | 12.0 | -12.5 | 114.0 | 106.0 | -31.4 | 7.1 | 0.3
CCN1C(=O)c2cccc3c(S(=O)(=O)Nc4ccccn4)ccc1c23 | 25.4 | -3.5 | 4.0 | -17.6 | 104.0 | 112.0 | -1.1 | -0.7 | 0.4

Screens as filed in PubChem.
